Source: PubChem BioAssay (several laboratories)
LMPTP inh: blocks human LMPTP phosphatase; P24666; recombinant LMPTP-A, OMFP fluorogenic substrate, fluorescence intensity; inhibition, % at 20 µM; 360,000 tested, 0.22% active; AID 651560;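 active = compounds that cut the enzyme signal by at least half of the control window in the single-dose screen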;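 also: plate controls were DMSO wells with enzyme plus substrate for no effect and substrate without enzyme for full effect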
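Test system – LMPTP-A phosphatase enzyme · Quantity – 0.625 nM LMPTP-A final · Reagent – OMFP substrate, 400 µM final · Dosing – one test concentration per compound, 20 µM, with 3% DMSO overall · Timing – 50 min enzyme reaction at room temperature, protected from light · Detection – fluorescence intensity · Controls – substrate-only low control, DMSO enzyme-plus-substrate high control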
Neddylation inh: blocks human cullin neddylation | P61081+Q13564 | TR-FRET cullin neddylation, biochemical | calls only at 25 µM | 360,000 tested, 0.58% active; in the data active = inhibition above about 36%
STEP inh: inhibitors of human striatal-enriched phosphatase STEP; recombinant STEP, OMFP fluorogenic substrate, fluorescence; AID 588621; 360,000 tested, 0.25% active; P54829; inhibition, % at 20 µM;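 active = inhibition at 20 µM, scaled per plate between control wells, above about 37%, limit read from the data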;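 also: 0% = DMSO with enzyme and substrate and 100% = substrate only without enzyme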
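Assay system: isolated STEP enzyme / Timing: 20 min at room temperature, dark / Doses: 20 µM, 1% DMSO / Technique: fluorescence intensity, excitation 480 nm, emission 540 nm / Reagent: fluorogenic phosphatase substrate OMFP at 25 µM final / Measure: percent inhibition scaled to no-enzyme and uninhibited-enzyme controls, plate-pattern corrected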
Scp-1 inhibitor: blocks human Scp-1 phosphatase activity; Q9GZU7; Recombinant Scp1, phosphopeptide, malachite green phosphate absorbance; inhibition, % at 20 µM; 340,000 tested, 0.88% active;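 active = inhibition above about 50% at 20 µM, limit read from the data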;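 also: plate controls were DMSO wells with enzyme for no effect and wells lacking enzyme for full effect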
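System: truncated SCP-1 phosphatase (76-261aa); medium: Tris acetate buffer pH 5.5 with MgCl2 and Tween-20; incubation: 45 min room-temperature reaction, 5 min colour, 30 min stabiliser; compound: single 20 µM dose, 1% DMSO; reagent: Phosphorylated 17-residue peptide substrate; read-out: % inhibition at 20 µM; technique: colorimetric free-phosphate detection, absorbance 630 nm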
CSN deneddyl inh: CSN deneddylation inhibition. Purified CSN, SCF-Nedd8-OG deneddylation, fluorescence polarization. inhibition, % at 12.5 µM. 360,000 tested, 0.38% active. AID 651999;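 active = pattern-corrected inhibition above about 35%, with an unprinted fluorescence ratio check between 0.5 and 1.5, limit read from the data, passing the limit was not always enough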;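 also: 0% = enzyme with substrate and 100% = substrate without enzyme; some results filed as inactive read as strong as hits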
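Material: human Csn5 produced in HEK293T cells; Input: enzyme 0.24 nM; Reagent: SCFSkp2-Nedd8OG substrate at 10 nM final; Dosing: 12.5 µM compound; Incubation: 90 min reaction at room temperature; Detection: fluorescence polarization of the substrate; Evaluation: % inhibition of substrate cleavage by Csn5; Control set: substrate-only high control, full reaction low control.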
SUMO1 PPI mod: alters human SUMO1 binding to SIM partners. 360,000 tested, 0.33% active. P63165. inhibition, % at 20 µM. SUMO1 binding to a labelled peptide, TR-FRET, 1 h; in the data active = inhibition above about 37%
NadD block: NadD (S. aureus) enzyme inhibition | purified NadD enzyme, colorimetric absorbance read-out | AID 602399 | inhibition, % at 20 µM | 360,000 tested, 0.78% active; in the data active = inhibition above about 26%; also: some compounds past the cut are filed as inactive
Rpn11 block: inhibitors of human proteasome Rpn11 | human 26S proteasome, Ub4-pepOG fluorescence polarization; 20S core pre-blocked with epoxomicin | calls only at 20 µM | 360,000 tested, 0.59% active;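 active = inhibition at 20 µM, scaled to each plate's controls, above about 33%, limit read from the data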
Rin1-Abl PPI inh: inhibitors of human Rin1-Abl protein interaction. P00519+Q13671. TR-FRET Rin1/Abl binding, biochemical. inhibition, % at 7.35 µM. 360,000 tested, 0.4% active; in the data active = inhibition above about 5%, passing the limit was not always enough
Target sequence (P00519 whole entry, looked up): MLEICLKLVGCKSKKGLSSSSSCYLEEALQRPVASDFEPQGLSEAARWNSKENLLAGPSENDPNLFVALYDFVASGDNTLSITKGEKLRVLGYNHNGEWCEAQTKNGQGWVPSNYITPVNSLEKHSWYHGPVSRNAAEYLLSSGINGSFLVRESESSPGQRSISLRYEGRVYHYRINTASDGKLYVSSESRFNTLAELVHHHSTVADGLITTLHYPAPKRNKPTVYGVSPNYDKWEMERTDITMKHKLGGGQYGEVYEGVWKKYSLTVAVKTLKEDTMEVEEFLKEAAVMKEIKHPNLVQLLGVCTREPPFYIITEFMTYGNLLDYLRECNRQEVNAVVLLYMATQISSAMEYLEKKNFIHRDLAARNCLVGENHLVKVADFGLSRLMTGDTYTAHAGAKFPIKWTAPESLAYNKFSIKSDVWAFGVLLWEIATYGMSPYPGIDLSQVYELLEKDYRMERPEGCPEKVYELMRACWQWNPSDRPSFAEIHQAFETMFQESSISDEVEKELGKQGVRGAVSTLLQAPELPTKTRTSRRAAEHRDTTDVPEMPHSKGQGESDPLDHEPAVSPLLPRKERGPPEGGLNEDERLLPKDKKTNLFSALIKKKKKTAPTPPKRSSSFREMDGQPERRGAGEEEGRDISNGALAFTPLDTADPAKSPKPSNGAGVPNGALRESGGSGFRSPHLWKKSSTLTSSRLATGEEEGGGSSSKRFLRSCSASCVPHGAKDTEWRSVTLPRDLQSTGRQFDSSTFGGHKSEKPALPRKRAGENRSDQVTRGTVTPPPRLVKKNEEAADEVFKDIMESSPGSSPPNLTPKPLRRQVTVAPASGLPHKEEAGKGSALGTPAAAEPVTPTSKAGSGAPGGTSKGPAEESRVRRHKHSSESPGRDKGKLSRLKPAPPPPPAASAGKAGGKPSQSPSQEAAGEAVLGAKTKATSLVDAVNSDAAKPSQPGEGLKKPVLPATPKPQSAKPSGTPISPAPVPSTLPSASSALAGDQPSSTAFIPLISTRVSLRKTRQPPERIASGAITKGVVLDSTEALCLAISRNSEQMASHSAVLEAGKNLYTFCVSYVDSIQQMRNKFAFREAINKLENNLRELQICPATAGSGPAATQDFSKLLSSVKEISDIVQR
Target sequence (Q13671 whole entry, looked up): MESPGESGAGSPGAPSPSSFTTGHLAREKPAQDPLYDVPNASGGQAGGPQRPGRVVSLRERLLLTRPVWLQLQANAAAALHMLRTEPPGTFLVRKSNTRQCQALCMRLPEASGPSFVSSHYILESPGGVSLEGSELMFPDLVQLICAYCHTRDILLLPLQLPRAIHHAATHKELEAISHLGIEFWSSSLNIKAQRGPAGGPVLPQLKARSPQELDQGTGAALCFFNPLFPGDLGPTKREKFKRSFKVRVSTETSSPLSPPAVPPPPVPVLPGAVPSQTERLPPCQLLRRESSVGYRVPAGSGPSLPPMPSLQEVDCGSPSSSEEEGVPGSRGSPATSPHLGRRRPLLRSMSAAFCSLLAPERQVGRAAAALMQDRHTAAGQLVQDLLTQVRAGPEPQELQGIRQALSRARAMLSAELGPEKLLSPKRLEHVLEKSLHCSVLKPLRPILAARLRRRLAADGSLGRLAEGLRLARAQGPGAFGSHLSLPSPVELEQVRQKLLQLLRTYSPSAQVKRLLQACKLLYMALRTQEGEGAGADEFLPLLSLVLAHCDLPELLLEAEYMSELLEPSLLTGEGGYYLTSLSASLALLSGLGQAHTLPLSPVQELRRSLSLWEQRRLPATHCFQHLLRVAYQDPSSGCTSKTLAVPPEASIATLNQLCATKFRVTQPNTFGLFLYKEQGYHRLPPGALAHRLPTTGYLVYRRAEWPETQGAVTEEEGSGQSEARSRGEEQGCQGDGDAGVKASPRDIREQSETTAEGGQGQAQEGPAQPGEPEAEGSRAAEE
DNMT1 block: inhibitors of human DNMT1 | P26358 | DNMT1 molecular beacon, Hinp1I cleavage, fluorescence | inhibition (reported as % activation of signal), % at 10 µM | 360,000 tested, 0.83% active | AID 588458; in the data active = inhibition above about 50%
* hit, by the source's call; i = inactive; . = no result given; + = active, no number.

SMILES	LMPTP inh	Neddylation inh	STEP inh	Scp-1 inhibitor	CSN deneddyl inh	SUMO1 PPI mod	NadD block	Rpn11 block	Rin1-Abl PPI inh	DNMT1 block
COc1ccc2c(c1)-c1c(ssc1=S)C(C)(C)N2S(=O)(=O)c1ccc(C)cc1	3.4	i	4	-11	2	-7	1	i	0	-5
Cc1cc(S(=O)(=O)ON2C(=O)c3ccccc3C2=O)ccc1F	-1.8	i	0	-2	3	-4	6	i	3	1
CCCCc1nc2cc(C(=O)N3CCCC(COC)C3)ccc2o1 (stereo not given)	0.5	i	-1	-2	3	-2	-6	i	2	0
O=C(OCc1ccccc1)N1CCCC2CC1c1ccccc12 (stereo not given)	0.8	i	1	.	3	1	-8	i	0	3
CCOC(=O)C(C(=O)NCc1ccc(C)cc1)c1ncc(C(F)(F)F)cc1Cl (stereo not given)	-1.1	i	-2	-16	7	-4	-9	i	1	2
CCN(CCNC(=O)C1=C(C)C(=O)OC12CCC(C)CC2)c1ccccc1 (stereo not given)	0.0	i	-1	-10	-2	4	-3	i	-3	6
Cc1c(OC(C)C(=O)NCc2ccncc2)ccc2c3c(c(=O)oc12)CCCC3 (stereo not given)	0.0	.	1	3	-3	0	4	i	1	0
CN1CCN(c2nc(Nc3cccc(C(F)(F)F)c3)nc(N3CCOCC3)n2)CC1	-0.3	i	-3	0	1	2	-6	i	4	-7
CCCCOc1ccc(NC(=O)CSc2cccc3cccnc23)cc1	2.4	i	-1	1	4	-5	-2	i	-2	-2
Cc1ccc(NC(=O)CN2C(=O)S/C(=C\c3cc(C)n(-c4cccc(C(=O)O)c4)c3C)C2=O)cc1	1.5	i	-1	-10	1	-12	15	i	-1	-11
Oc1ccc(NCc2ccc(OCc3ccccc3)cc2)cc1	13	i	4	-10	23	9	-7	i	-1	-6
CCOC(=O)CSc1nnc(CNC(=O)c2cccs2)n1Cc1ccccc1	-1.0	i	0	2	-7	-5	-5	i	2	3
Cc1ccccc1NC(=O)COC(=O)CCSc1ccccc1	0.5	i	1	-12	-1	1	-13	i	0	0
COC(CN1CCc2c(C)nc3c(C#N)cnn3c21)OC	-0.8	.	5	-7	-2	1	-3	i	4	2
CC(=O)c1ccc(NC(=O)c2ccc3c(=O)n4c(nc3c2)CCCCC4)cc1	0.8	i	-2	3	6	3	11	i	-2	-6
O=C1CC(N2CCc3ccccc32)C(=O)N1c1ccccc1 (stereo not given)	-0.8	i	2	18	5	-2	-2	i	-3	-1
COc1cc2c(C#N)c(N3CCN(c4ccccc4OC)CC3)nc(N)c2c(N)n1	9.2	i	4	-9	16	14	12	i	-4	14
CCn1c(P(C)(=O)O)nc2cc(NC(=O)c3ccccc3Cl)ccc21	-2.1	i	-1	-1	4	1	-6	i	4	1
COc1cc(/C=C2\SC(=O)N(CCNC(=O)c3sc4cc(F)ccc4c3Cl)C2=O)cc(OC)c1OC	0.6	i	-2	3	5	-2	-2	+	1	9
COc1ccc(NC(=O)CN(C)C(=O)CCC2CCCC2)cc1	-0.2	i	0	-8	5	1	3	i	5	3
C/C(=N\Nc1cccc2cccnc12)c1ccc(N)cc1	0.6	i	-1	-6	9	-7	4	i	-3	-18
COc1ccc(OC)c(NC(=O)CNC(c2ccccc2)c2ccccc2)c1	3.3	i	1	-1	4	2	1	i	-1	-17
CCOC(=O)c1sc2ncnc(N3CCN(C(=O)OCC)CC3)c2c1C	-0.5	i	0	3	-3	-7	5	i	-12	1
COc1ccc2c(c1)c1nc3ccccc3nc1n2Cc1ccc(OC(C)C)c(OC)c1	4.4	i	-2	-4	-6	-4	-3	i	-3	-17
CCOc1ccccc1/C=N/NC(=O)CSc1n[nH]c(=O)[nH]c1=O	-1.8	i	-4	-3	-6	3	3	i	1	-2
Cc1cc(C(=O)Nc2ccc(Cl)cc2)c(C)n1Cc1cccs1	4.6	i	1	33	1	3	0	i	-3	-6
CCC1CCC2(CC1)NC(=O)N(CC(=O)c1c(C)[nH]c3ccccc13)C2=O (stereo not given)	0.4	i	-5	-7	3	-2	-5	i	0	-18
Cc1nn(Cc2ccccc2Cl)c(C)c1NC(=O)NC12CC3CC(CC(C3)C1)C2	2.0	i	-1	-3	5	3	-3	i	2	0
CCOC(=O)c1sc(NC(=O)c2ccc(S(=O)(=O)N(C)C)cc2)nc1C	-0.5	i	-2	-10	1	-3	-4	i	-1	2
COC(=O)[C@H]1C[C@@]2(O)CN(S(=O)(=O)c3ccc(C)cc3)C[C@@]2(OC(=O)NCc2ccco2)C[C@H]1C(=O)OC	0.2	i	-1	.	8	-3	-4	i	-1	3

An excerpt from above with just Rin1-Abl PPI inh.
molecule | Rin1-Abl PPI inh
CCCCOc1ccc(NC(=O)CSc2cccc3cccnc23)cc1 | -2
Cc1ccc(NC(=O)CN2C(=O)S/C(=C\c3cc(C)n(-c4cccc(C(=O)O)c4)c3C)C2=O)cc1 | -1
Oc1ccc(NCc2ccc(OCc3ccccc3)cc2)cc1 | -1

In a second layout: entries from further up
SMILES,LMPTP inh,Neddylation inh,STEP inh,Scp-1 inhibitor,CSN deneddyl inh,SUMO1 PPI mod,NadD block,Rpn11 block,Rin1-Abl PPI inh,DNMT1 block
COc1ccc2c(c1)c1nc3ccccc3nc1n2Cc1ccc(OC(C)C)c(OC)c1,4.4,i,-2,-4,-6,-4,-3,i,-3,-17
CCOc1ccccc1/C=N/NC(=O)CSc1n[nH]c(=O)[nH]c1=O,-1.8,i,-4,-3,-6,3,3,i,1,-2
Cc1cc(C(=O)Nc2ccc(Cl)cc2)c(C)n1Cc1cccs1,4.6,i,1,33,1,3,0,i,-3,-6
CCC1CCC2(CC1)NC(=O)N(CC(=O)c1c(C)[nH]c3ccccc13)C2=O (stereo not given),0.4,i,-5,-7,3,-2,-5,i,0,-18
Cc1nn(Cc2ccccc2Cl)c(C)c1NC(=O)NC12CC3CC(CC(C3)C1)C2,2.0,i,-1,-3,5,3,-3,i,2,0
CCOC(=O)c1sc(NC(=O)c2ccc(S(=O)(=O)N(C)C)cc2)nc1C,-0.5,i,-2,-10,1,-3,-4,i,-1,2

(cont.)
SMILES	LMPTP inh	Neddylation inh	STEP inh	Scp-1 inhibitor	CSN deneddyl inh	SUMO1 PPI mod	NadD block	Rpn11 block	Rin1-Abl PPI inh	DNMT1 block
CC(=O)OCC(=O)N1N=C(c2ccc3ccccc3c2)CC1c1ccccc1 (stereo not given)	1.0	i	4	-8	2	0	-3	i	4	1
Cc1ccc(CNC(=O)COC(=O)Cn2nc(C)c([N+](=O)[O-])c2C)cc1	-1.1	i	-3	-10	1	-5	4	i	-5	0
CC1CC(C)CN(CCCNC(=O)c2ccc(N3CCCC3=O)cc2)C1 (stereo not given)	-0.9	i	-4	-4	-2	1	-9	i	3	5
COc1ccc(C(=O)N2CCCC2)cc1S(=O)(=O)N1CCOCC1	-1.3	i	-2	3	-1	5	-5	i	4	2
Cc1cccc(-n2ncc3c2CCCC3NC(=O)CN2CCOC2=O)c1C (stereo not given)	-1.1	i	1	-5	-2	1	-2	i	2	0
O=C(NCCc1cccc(F)c1)C1CCC(=O)N(C2CCCCCC2)C1 (stereo not given)	-0.3	i	-2	-5	1	10	1	i	3	0
CCOC(=O)Cc1csc(NC(=O)c2cccc([N+](=O)[O-])c2)n1	-0.6	i	1	-10	-1	-25	-5	i	-4	-2
O=C(COc1ccccc1CNCc1ccccc1)Nc1ccccc1	-0.4	i	-3	0	-1	-1	-12	i	3	-10
CC(=O)NCCc1nc2cc(NC(=O)c3cccc([N+](=O)[O-])c3)ccc2n1C	-2.6	i	-2	-10	0	-32	-3	i	-5	-1
CCn1c(SCC(=O)N/N=C/c2cc(OC)c(O)c(OC)c2)nc2ccccc21	-0.9	i	-3	-14	-4	5	1	i	-2	-2
CCOc1ccc(-c2c(C(=O)N/N=C/c3ccc(C)cc3)nnn2-c2nonc2N)cc1	3.2	i	2	1	-3	-1	5	i	-4	-4
CC1(C(=O)Nc2ccccc2)CCN1C(=O)C1(c2ccccc2)CC1 (stereo not given)	-1.9	i	2	.	2	9	0	i	-3	2
CCNC(=S)Nc1c(C)n(C)n(-c2ccccc2)c1=O	-1.3	i	-2	-7	3	-3	-6	i	3	4
Cc1ccc(C(C)C)c(OCCNC(=O)c2ccccc2O)c1	4.7	i	2	-10	-3	-1	-10	i	-1	-1
C[C@@H]1CN(C2CCN(Cc3nc(C(c4ccccc4)c4ccccc4)no3)CC2)C[C@H](C)O1	-0.9	i	-4	-7	0	3	-7	i	1	2
NS(=O)(=O)c1ccc(CCn2c(=S)[nH]c3ccccc3c2=O)cc1	-0.2	i	4	-12	1	11	2	i	0	2
Cc1[nH]n(-c2ccccc2)c(=O)c1/C=N/NC(=O)c1cccc([N+](=O)[O-])c1	-0.4	i	0	-3	3	-13	6	i	-2	-9
CCc1ccc(-c2cc(C)no2)cc1S(=O)(=O)N1CCN(c2ccccc2)CC1	4.6	i	2	-6	-4	3	1	i	-1	-6
O=C(COC(=O)CC(c1ccccc1)c1ccccc1)Nc1cccc(F)c1	0.3	i	0	-9	-7	-2	-9	i	0	4
Cc1cccc(-n2ccc(=O)c(C(=O)Nc3ccc(S(=O)(=O)Nc4onc(C)c4C)cc3)n2)c1	-1.2	i	1	-8	1	-1	5	i	4	-1
O=C(NNC(=O)c1cccs1)c1ccc2ccccc2c1	-1.2	i	-3	4	5	-7	-3	i	2	5
COc1ccc(S(=O)(=O)N2CCC(C(N)=O)CC2)cc1C(=O)N1CCCCCC1	0.8	i	0	-3	-5	2	3	i	-1	1
O=C(Nc1ccccc1N1CCCCC1)c1cccc(F)c1	3.0	i	3	-13	3	-1	8	i	0	-1
COc1ccccc1NC(=O)C1CCCN1S(=O)(=O)c1cccc2nsnc12 (stereo not given)	-0.9	i	-4	-7	0	-35	-9	i	1	1
CC1=NN(c2ccc(C)cc2)C(=O)/C1=C/c1ccc(-c2cc([N+](=O)[O-])ccc2O)o1	25	i	7	20	2	80*	27	i	0	41
OCc1cn(-c2ccccc2)nc1-c1cccnc1	-1.5	i	-3	7	-1	-2	-6	i	1	2
O=C1CCc2cc(S(=O)(=O)Nc3ccccc3)cc3c2N1CCC3	-0.4	i	0	-7	2	-1	-6	i	-3	1
O=C(O)c1ccc(NCCC2=CCCCC2)c([N+](=O)[O-])c1	3.1	i	1	-12	-2	-30	-4	i	-2	1
CCOC(=O)c1nnn(CC(=O)Nc2cc(F)ccc2F)c1C(=O)OCC	0.2	i	-1	-7	2	-3	10	i	-2	-1
COc1cc([N+](=O)[O-])ccc1N	-2.8	i	4	-10	3	-18	-2	i	-10	-2
